RGS4 inhibitor = Inhibitors of Regulator of G Protein Signaling (RGS) 4: qHTS | Regulator of G-protein signaling 4 (Homo sapiens), P49798 | 390,000 tested, 0.039% active | Potency, µM (series often up to 114 µM), for inactives: top-dose activity change, negative = inhibition, usual class: inhibitors | Transcreener GDP fluorescence polarization, RGS4-accelerated GTP hydrolysis; note: potency is the fitted concentration of half-maximal effect; % is set by controls: 0 for no effect and ±100 for the full control effect; nearly all actives have a fitted effect of over 75% in size; some results filed as inactive show a strong effect at the top dose
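MLSMR compounds (23 nl, pin-transferred) preincubated 10 min at room temperature with a 500nM (2x) first reagent, then RGS4 at 900nM (2x) plus Transcreener GDP mix added; fluorescence polarization (620/688 nm) read before and after 90 min at 30 °C.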
APE1 inh = qHTS Assay for Inhibitors of the Human Apurinic/apyrimidinic Endonuclease 1 (APE1); 350,000 tested, 0.35% active; recombinant APE1, TAMRA/BHQ-2 abasic DNA cleavage fluorescence; DNA repair nuclease/redox regulator APEX1 (Homo sapiens), P27695; AID 2517, 2012; Potency, µM (doses to about 65.8 µM), for the others: top-dose activity change, negative = inhibition, most hits filed as inhibitors;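 note: potency is the fitted concentration of half-maximal effect; plate controls were vehicle for no effect and reference inhibitor for full effect; nearly all actives have a fitted effect of over 55% in size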
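Measures dequenching upon AP-site incision of a 5'-TAMRA/3'-BHQ-2 THF-containing duplex, 50 nM; human APE1 0.75 nM after 15 min room-temperature exposure to compound; kinetic three-point read at one-minute spacing.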
POLB inh = qHTS Assay for Inhibitors of DNA Polymerase Beta | 340,000 tested, 1.3% active | AID 485314, 2010 | P06746 | Pol beta primer extension/strand displacement, fluorescence kinetic | Potency, µM (series often up to 114 µM), for the others: at the top dose activity change, negative = inhibition, most hits filed as inhibitors; note: potency is the fitted concentration of half-maximal effect; % is set by controls: 0 for no effect and ±100 for the full control effect
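Values derive from four-parameter Hill fits of normalized kinetic data: reads at 0 and 10 min following addition of 50 nM substrate to 10 nM Pol beta preincubated 15 min with compound.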
LDHA block = qHTS assay for inhibitors of human lactate dehydrogenase; L-lactate dehydrogenase A chain (Homo sapiens), P00338; 480,000 tested, 0.15% active; purified LDHA, NADH/diaphorase-resazurin fluorescence; hits give low values; activity change, % (values are at about 110 or 230 µM); in the data active = activity change below about -30%; inconclusive = mostly about -25% to -30%;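 note: plate controls were DMSO wells for no effect and wells without enzyme for full effect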
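Resorufin fluorescence (ex540/em590), read at 0 and 20 min after diaphorase/resazurin addition, reports the NADH left after a 5 min room-temperature reaction of 2 nM human LDH5 with 0.06 mM NADH and 0.2 mM pyruvate.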
12-LOX inh = Primary qHTS assay for inhibitors of human arachidonate 12S-lipoxygenase (ALOX12): Round 2. AID 1671190, 2021. 580,000 tested, 1.1% active. Potency, µM (doses to about 108 µM), for the others: at the top dose activity change, negative = inhibition, most hits filed as inhibitors. Polyunsaturated fatty acid lipoxygenase ALOX12 (Homo sapiens), P18054. purified 12hLO, xylenol orange hydroperoxide absorbance; note: potency is the fitted concentration of half-maximal effect; % is set by controls: 0 for no effect and ±100 for the full control effect
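Hydroperoxide product was detected by ferrous iron/xylenol orange as the 573 to 405 nm absorbance ratio. Arachidonic acid at 40 uM (final) was turned over for 30 min at room temperature by 150 nM human 12hLO, pH 7.0 Hepes buffer, after 15 min compound preincubation.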
POLK inh = qHTS for Inhibitors of Polymerase Kappa; 400,000 tested, 0.53% active; AID 588579, 2011; Potency, µM (top dose mostly 107 µM), without a hit: at the top dose activity, negative = inhibition, usual class: inhibitors; purified Pol kappa, fluorescent DNA synthesis assay, 10 min; note: potency is the fitted concentration of half-maximal effect; % is set by controls: 0 for no effect and ±100 for the full control effect
Target sequence (Q9UBT6 whole entry, looked up): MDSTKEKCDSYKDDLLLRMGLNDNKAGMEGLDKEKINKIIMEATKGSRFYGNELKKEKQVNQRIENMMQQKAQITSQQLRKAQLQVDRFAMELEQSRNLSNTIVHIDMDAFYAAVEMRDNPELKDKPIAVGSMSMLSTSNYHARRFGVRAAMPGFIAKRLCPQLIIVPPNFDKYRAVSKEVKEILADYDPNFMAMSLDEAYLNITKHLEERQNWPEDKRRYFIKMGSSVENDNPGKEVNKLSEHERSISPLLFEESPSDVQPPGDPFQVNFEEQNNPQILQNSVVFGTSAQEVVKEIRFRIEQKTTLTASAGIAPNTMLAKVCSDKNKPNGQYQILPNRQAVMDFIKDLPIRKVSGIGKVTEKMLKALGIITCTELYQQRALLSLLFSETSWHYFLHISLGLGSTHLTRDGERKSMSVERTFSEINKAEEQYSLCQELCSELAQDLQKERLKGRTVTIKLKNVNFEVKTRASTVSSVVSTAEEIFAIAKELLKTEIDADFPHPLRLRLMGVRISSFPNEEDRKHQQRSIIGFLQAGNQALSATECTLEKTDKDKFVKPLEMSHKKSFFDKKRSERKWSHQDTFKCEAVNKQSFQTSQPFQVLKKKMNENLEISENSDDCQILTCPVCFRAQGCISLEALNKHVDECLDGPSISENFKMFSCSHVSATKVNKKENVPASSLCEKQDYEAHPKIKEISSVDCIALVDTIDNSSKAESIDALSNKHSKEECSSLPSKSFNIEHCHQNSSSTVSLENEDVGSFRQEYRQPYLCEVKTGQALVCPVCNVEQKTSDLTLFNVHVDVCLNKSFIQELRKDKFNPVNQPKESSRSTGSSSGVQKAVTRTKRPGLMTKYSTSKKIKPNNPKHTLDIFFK
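Kinetic fluorescence screen: compound preincubated 15 min RT with 10 nM enzyme; 50 nM substrate (final) initiates; reads at 0/10 min.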
ERG Ets-DNA blk = qHTS for Small Molecule Inhibitors of the ERG Ets/DNA interaction; 370,000 tested, 0.028% active; Transcriptional regulator ERG (Homo sapiens), P11308; AID 624246, 2012; fluorescence polarization, His-ERG Ets domain / labelled DNA; Potency, µM (top dose mostly 76.9 µM), for inactives: top-dose FP activity, negative = inhibition, actives largely listed as inhibitors; active = well fitted inhibition curve with a large enough effect in the polarisation, with a control signal flat; inconclusive = small, poorly fitted or top-dose-only effect, or effect the other way, or a change in a side signal; inactive = no such curve, though single readings can be large or run the other way; the % refers to the polarisation;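 note: polarization taken with two DNA probes labelled with fluorescein and Texas red; potency is the fitted concentration of half-maximal effect; % of control where 0% means no effect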
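His-tagged ERG Ets domain (1 uM in the protein solution; 300mM KCl, 50mM Tris-HCl, 1mM EDTA, 1mM DTT, pH 7.5) received compound, then a probe mix of 5 nM fluorescein-DNA and 100nM Texas-615-DNA. Fluorescence polarization was read for both dyes.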
Anesthetic bind = qHTS Assay for Identification of Novel General Anesthetics. AID 485281, 2010. apoferritin/1-aminoanthracene competitive binding, fluorescence. 350,000 tested, 0.074% active. Potency, µM (doses to about 77.5 µM), for the others: top-dose activity change, negative = displacement, actives largely listed as inhibitors. Ferritin light chain (Equus caballus), P02791; note: potency is the fitted concentration of half-maximal effect; % is set by controls: 0 for no effect and ±100 for the full control effect; nearly all actives have a fitted effect of over 20% in size
Target sequence (P02791 2-175 limits assumed): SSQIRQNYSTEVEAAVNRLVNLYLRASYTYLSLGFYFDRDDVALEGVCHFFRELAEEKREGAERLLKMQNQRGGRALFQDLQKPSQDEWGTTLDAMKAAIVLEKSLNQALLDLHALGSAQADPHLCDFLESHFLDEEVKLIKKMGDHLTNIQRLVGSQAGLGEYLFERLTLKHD
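Probe: 1-aminoanthracene (50% saturated, PBS). Protein: horse-spleen apoferritin, 10 uM. Incubation: 10 min, room temperature. Detection: 380 nm excitation, 535 nm emission. Analysis: normalized response, four-parameter Hill.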
POLH inh = qHTS for Inhibitors of Polymerase Eta. DNA polymerase eta (Homo sapiens), Q9Y253. recombinant Pol eta, fluorescent DNA replication assay. Potency, µM (titrated, usually from 114 µM), for inactives: at the top dose activity change, negative = inhibition, actives largely listed as inhibitors. 390,000 tested, 1.2% active; note: potency is the fitted concentration of half-maximal effect; % is set by controls: 0 for no effect and ±100 for the full control effect
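Pol eta (10 nM) was preincubated with compounds for 15 min at room temperature, after which fluorescent replication substrate (50 nM final) was added to start the reaction. Fluorescence was read kinetically at 0 and 10 min.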
* marks the source's active call; other numbers are inactive results; ? = inconclusive; / = no result given; & = joins results of further samples; [ ] = remark or other dose. Unless noted, calls come from the whole dose curve; as a rule, active = well fitted curve in the direction sought with a large enough effect; inconclusive = small, poorly fitted or top-dose-only effect, or another doubt; inactive = no such curve, though single readings can be large; an effect the other way counts as inactive or inconclusive. A portion of the library. The share of hits here may be higher or lower than overall.

Sequence of screens: POLK inh | Anesthetic bind | RGS4 inhibitor | POLB inh | POLH inh | APE1 inh | LDHA block | ERG Ets-DNA blk | 12-LOX inh
CN1CCN(S(=O)(=O)c2cccc(S(=O)(=O)c3ccc(Cl)c(Cl)c3)c2)CC1
→ -9% | -3% | -21% | 29% | -13% | -4% | 0 | 2% | -15%
O=C(Nc1ccccc1)/C(=C/c1ccccc1)c1ccccc1
→ -17% | 73%[activator] | -15%[11.4 µM] | ? | -19% | -4% | -4 | -8% | 7%
O=[N+]([O-])c1cc(S(=O)(=O)N2CCCCC2)ccc1NCc1cccc(Cl)c1
→ -1% | ? | -34% | 9% | -15% | 0% | 0 | 4% | -4%
O=C(NC(Cc1ccccc1)C(=O)NC(Cc1ccccc1)C(=O)O)c1ccccc1 (centres undefined)
→ -12% | 1% | -9% | 4% | -15% | -1% | -4 | -3% | -12%
CCOc1cc(S(=O)(=O)N2CCN(Cc3ccccc3)CC2)ccc1Br
→ -8% | -1% | -8% | -2% | -18% | 0% | 1 | -13% | 0%
c1cnc(Oc2ccc(-c3nnco3)cc2)cn1
→ -1% | -17% | -2% | 3% | -12% | 10% | -3 | 5% | -4%
Cc1ccc(CNC(=O)/C=C/c2ccc(Br)o2)cc1
→ -15% | -11% | -6% | -14% | -7% | 13% | -8 | 5% | ?
CN1CCN(C(=O)c2cc(Cl)ccc2NC(=O)c2ccc(Cl)cc2Cl)CC1
→ -6% | -4% | -8% | 10% | -18% | 7% | -8 | 1% | -2%
O=C(CN1C(=O)/C(=C/c2ccc(C(F)(F)F)cc2)Sc2ccccc21)NCCCN1CCOCC1
→ -22% | -11% | 19% | 3% | -15% | 9% | 0 | -2% | -12%
CNC(=S)NCc1ccc(OC)cc1
→ 1% | -7% | 10% | 14% | -13% | 0% | -4 | -2% | -26%
CC(=O)Nc1ccc(S(=O)(=O)Nc2nc(C)cc(-n3nc(C)cc3C)n2)cc1
→ -4% | 2% | -12% | -4% | -6% | 14% | 2 | 8% | 0%
COc1cc(C(=O)N/N=C(\C)Cc2ccccc2)cc(OC)c1OC
→ -8% | 1% | -9% | 1% | -14% | -2% | -6 | -3% | 12%
O=S(=O)(Nc1ccccn1)c1ccc(Oc2ccccc2)cc1
→ -10% | -16% | 9% | -1% | -15% | 6% | -2 | -7% | ?
S=C(c1ccc(N2CCOCC2)cc1)N1CCOCC1
→ -3% | -9% | -46% | 5% | 2% | 2% | -9 | / | ?
Cc1ccccc1C(=O)N(C)Cc1ccccc1
→ -7% | -1% | 17% | 25% | -4% | -2% | -5 | 3% | -7%
CC(=O)Nc1cccc(NS(=O)(=O)Cc2ccc(Cl)cc2)c1
→ 2% | -5% | 3% | -5% | -11% | -10% | 0 | -6% | -33%
Cn1c(SCC(=O)Nc2nccs2)nnc1-c1cccnc1
→ 15% | / | -3% | / | -5% | 5% | 2 | 7% | -3%
COc1ccc(C2C=C(c3ccccc3)Nc3nc(NS(=O)(=O)c4ccc(Cl)cc4)nn32)cc1 (centres undefined)
→ 1% | 6% | -6% | 12% | 89µM* | / | -9 | 0% | 0%
COC(=O)c1ccc(OCC(=O)Nc2nn(-c3ccccc3)nc2C(N)=O)cc1
→ -5% | -6% | 33% | -10% | -13% | 0% | -5 | 3% | 0%
CCOC(=O)Cc1csc(NC(=O)CSc2nc3cccnc3n2CC)n1
→ 3% | -10% | -17% | 22% | 6% | 2% | -4 | 4% | -20%

Full records from above.
CNC(=S)NCc1ccc(OC)cc1 is listed with POLK inh: 1%; Anesthetic bind: -7%; RGS4 inhibitor: 10%; POLB inh: 14%; POLH inh: -13%; APE1 inh: 0%; LDHA block: -4; ERG Ets-DNA blk: -2%; 12-LOX inh: -26%
Cc1ccc(CNC(=O)/C=C/c2ccc(Br)o2)cc1 is listed with POLK inh: -15%; Anesthetic bind: -11%; RGS4 inhibitor: -6%; POLB inh: -14%; POLH inh: -7%; APE1 inh: 13%; LDHA block: -8; ERG Ets-DNA blk: 5%; 12-LOX inh: ?

Going on with the list:
Sequence of screens: POLK inh | Anesthetic bind | RGS4 inhibitor | POLB inh | POLH inh | APE1 inh | LDHA block | ERG Ets-DNA blk | 12-LOX inh
O=C(O)CCCNC(=O)c1cncc(O)c1
→ -25% | -13% | -2% | 0% | 2% | -6% | -5 | -2% | -3%
CCC(C)Sc1cccc(-c2nc3ccc(C)cn3c2NC2CCCCC2)c1 (centres undefined)
→ 16% | / | 7% | / | -24% | 28% | 1&2 | 7% | ?
COc1ccccc1N(CC(=O)NCC1CCCO1)C(=O)CCC(=O)Nc1cc(C)on1 (centres undefined)
→ -8% | 3% | -11% | -14% | -17% | 19% | -5 | 4% | 0%
CC1(C)C(c2ccccc2)=NC(c2ccc(Br)cc2)N1O (centres undefined)
→ -8% | -8% | 11% | 28% | -2% | -9% | 0 | 3% | 7.9µM*
COc1ccc(CCN2C(=O)N(c3ccc(C)cc3)C(=O)C2CC(=O)Nc2ccc(OC)cc2)cc1 (centres undefined)
→ -22% | 11% | -7% | -1% | -14% | / | 0 | -4% | -22%
COc1ccc(C(CC(=O)O)NS(=O)(=O)c2ccc(C)cc2)cc1OC (centres undefined)
→ -1% | -10% | -28% | 1% | -10% | -1% | -4 | 5% | -15%
CN(C(=O)c1cc(S(=O)(=O)N2CCOCC2)cs1)c1ccccc1
→ -4% | -4% | -7% | 11% | -17% | 20% | 1 | 4% | -27%
CCOc1ccc(N2C(=O)Nc3ccccc3C2(O)C(=O)NCc2ccccc2)cc1 (centres undefined)
→ -13% | -2% | 9% | 13% | 2% | 10% | -2 | -6% | 0%
COC(=O)/C=C1/SC(=NC(=O)c2ccc(OC)cc2)NC1=O
→ -9% | -14% | ? | 6% | -15% | -11% | -3 | -1% | ?
CCc1c(C#N)c(SCCC(=O)Nc2ccc(F)cc2)nc2c1C(=O)CC(C)(C)C2
→ -3% | ? | 14% | 18% | -16% | 8% | 0 | 5% | 0%
CC(Sc1nnc(COc2ccc([N+](=O)[O-])cc2)n1-c1ccccc1)C(=O)O (centres undefined)
→ 0% | -8% | -15% | 80% | -18% | -1% | -4 | -3% | /
Cn1c(CCC(N)=O)nnc1SCC(=O)Nc1cc(S(=O)(=O)N2CCCC2)ccc1Cl
→ -12% | / | -6% | / | -10% | 7% | -5 | -11% | -12%
O=C(COC(=O)c1c(F)cccc1F)Nc1ccccc1OC(F)F
→ 6% | -7% | -1% | ? | 1% | 2% | -9 | -9% | 3%
Cc1cc(C)n2nc(C(=O)Nc3ccn(Cc4ccccc4C)n3)cc2n1
→ -5% | -12% | 26% | -24% | -5% | 2% | -6 | 4% | 2%
O=C(Nc1cc(-c2cccc(Cl)c2)nn1-c1ccccc1)c1ccccc1F
→ -6%[60.1 µM] | -9% | 1% | 3% | -2% | / | 0 | 1% | -2%
CCN(CC)C(=O)c1cn(-c2cccc(OC)c2)c(=O)c2ccccc12
→ -8% | 16% | 8% | 1% | -6% | 63%[activator] | -8 | -2% | -10%
CCCCCCOC(=O)CCn1[nH]c(=O)c2ccccc2c1=O
→ 6% | -20% | -46% | 30% | -8% | 7% | -1 | 0% | 0%
CN(C)[C@@H]1CCC[C@H]1OC(=O)C(c1ccccc1)c1ccccc1
→ -2% | 3% | ? | 30% | -7% | 14% | -4 | -17% | -1%
CC(C)(C)C(=O)Nc1nnc(CC(=O)NCc2ccccc2)s1
→ 5% | -7% | -7% | 42%[activator] | -12% | ? | -9 | -1% | -1%
Cc1nn(C)c(C)c1S(=O)(=O)N1CCC(C(=O)Nc2ccc3c(c2)OCCO3)CC1
→ -17% | -2% | 18% | 46% | -10% | ? | 0 | -21% | 287%[activator]
Cc1cccc(-c2ncc(CN3CCN(CCC(C)C)C(CCO)C3)cn2)c1 (centres undefined)
→ 1% | -8% | 2% | -1% | -21% | -1% | 0 | 1%[15.4 µM] | 1%
CNC(=O)C1CC(=O)N(c2ccc(OCC(=O)Nc3ccccc3C)cc2)C1 (centres undefined)
→ -8% | / | 14% | / | -23% | -2% | -2 | -2% | -21%
COc1ccc2oc(C(=O)NCC(c3ccco3)N(C)C)c(C)c2c1 (centres undefined)
→ -6% | / | 18% | / | ? | -14% | 0 | -6% | -12%

Two records picked at random from the list so far:
Sequence of screens: POLK inh | Anesthetic bind | RGS4 inhibitor | POLB inh | POLH inh | APE1 inh | LDHA block | ERG Ets-DNA blk | 12-LOX inh
CN(C(=O)c1cc(S(=O)(=O)N2CCOCC2)cs1)c1ccccc1
→ -4% | -4% | -7% | 11% | -17% | 20% | 1 | 4% | -27%
O=C(COC(=O)c1c(F)cccc1F)Nc1ccccc1OC(F)F
→ 6% | -7% | -1% | ? | 1% | 2% | -9 | -9% | 3%
